# Compound activity deposited in PubChem by several laboratories.
# OX1R antag-1 – blocks the human orexin 1 receptor. CHO/OX1R cells, Fluo-8 calcium fluorescence, orexin A. AID 434989. inhibition, % at 5 µM. hit rate 0.43% among 330,000;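 active = inhibition above its plate's threshold, mean inhibition of all tested compounds on the plate plus 3 SD, cut at about 37% in these data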;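 also: 0% = orexin A challenge wells and 100% = SB-334867-A antagonist wells; not every result past the cut was called active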
# Target sequence (O43613 whole entry, looked up): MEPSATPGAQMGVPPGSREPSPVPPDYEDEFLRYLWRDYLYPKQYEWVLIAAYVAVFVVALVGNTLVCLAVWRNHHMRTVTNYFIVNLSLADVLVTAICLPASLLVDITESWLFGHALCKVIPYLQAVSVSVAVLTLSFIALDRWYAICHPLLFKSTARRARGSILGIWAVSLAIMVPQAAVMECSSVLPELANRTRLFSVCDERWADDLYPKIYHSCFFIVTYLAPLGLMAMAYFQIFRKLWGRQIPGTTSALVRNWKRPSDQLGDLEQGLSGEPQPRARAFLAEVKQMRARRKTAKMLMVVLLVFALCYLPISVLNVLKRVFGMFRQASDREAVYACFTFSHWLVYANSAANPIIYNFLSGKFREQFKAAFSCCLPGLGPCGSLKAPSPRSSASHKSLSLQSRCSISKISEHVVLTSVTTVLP
# OX1R antag-2 – antagonists of human orexin 1 receptor (OX1R); O43613; OX1R-expressing cells, FRET antagonist read-out; inhibition, % at 6.6 µM; hit rate 1.8% among 330,000; AID 485270; in the data active = inhibition mostly above about 38%, no sharp cut-off; inactive = mostly below about 40%;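 also: 0% = agonist challenge alone and 100% = reference antagonist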
# STK33 kinase inh – human STK33 kinase inhibition; inhibition, % at 10 µM; Q9BYT3; hit rate 0.073% among 320,000; purified STK33, MBP phosphorylation, ADP-Glo luminescence;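 active = inhibition at or above 25%, using the most active replicate where run in duplicate; inactive = inhibition below 25%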
# Target sequence (Q9BYT3 whole entry, looked up): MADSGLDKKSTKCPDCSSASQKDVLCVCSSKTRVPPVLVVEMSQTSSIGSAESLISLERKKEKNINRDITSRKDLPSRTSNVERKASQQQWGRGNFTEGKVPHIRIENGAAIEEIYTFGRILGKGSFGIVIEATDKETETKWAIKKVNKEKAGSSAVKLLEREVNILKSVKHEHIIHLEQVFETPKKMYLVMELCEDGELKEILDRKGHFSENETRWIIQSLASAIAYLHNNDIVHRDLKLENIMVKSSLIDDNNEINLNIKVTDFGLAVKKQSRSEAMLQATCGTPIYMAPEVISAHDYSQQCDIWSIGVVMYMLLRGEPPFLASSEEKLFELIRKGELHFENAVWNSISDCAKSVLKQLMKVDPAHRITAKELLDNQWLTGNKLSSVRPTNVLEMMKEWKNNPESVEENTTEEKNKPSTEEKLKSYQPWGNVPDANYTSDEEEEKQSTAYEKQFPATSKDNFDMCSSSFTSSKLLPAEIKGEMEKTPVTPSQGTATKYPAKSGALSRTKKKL
# * = called active by the depositor; · = not tested or not shown.
SMILES,OX1R antag-1,OX1R antag-2,STK33 kinase inh
CCC1Sc2ccccc2N(CC(=O)NCc2ccccc2OC)C1=O (stereo not drawn),-16,23,1.0
C=CCn1c(-c2ccccc2)cc(SC)c(C#N)c1=O,-51,15,-0.7
O=C(Oc1cncc(Cl)c1)c1sccc1Cl,1,9,-0.1
Cc1csc(=NC(=O)c2ccccc2)n1C,-13,9,-4.3
COc1ccc(OC)c(CCNC(=O)C(C)n2nc(C)c3c(C)n(-c4ccc(C)cc4)nc3c2=O)c1 (stereo not drawn),-23,18,1.1
CC(O)(c1ccccc1)C(c1ccccc1)C1CCCCN1 (stereo not drawn),-14,18,-0.3
N#Cc1ccccc1NC(=O)Nc1ccccc1,-15,15,-1.4
O=C(NCc1ccco1)c1ccc(C(F)(F)F)cc1,-16,7,0.8
O=C(NC1CCCCC1)C(c1ccc2ncccc2c1)N(Cc1ccc(F)cc1)C(=O)c1ccc2c(c1)OCCO2 (stereo not drawn),-20,15,-0.1
O=C(CN1CCCN(Cc2ccc(F)cc2Cl)C1=O)NC1CCCCCC1,-13,27,-1.7
O=C(O)c1ccccc1S(=O)(=O)NCC(O)COc1ccc(Br)cc1 (stereo not drawn),5,18,-0.4
COc1ccccc1/C=N/NC(=Nc1ccc(C)cc1)c1nc2ccccc2s1,-13,21,-0.8
COc1ccc(C(=O)NCC(=O)OCC(=O)N2CCc3ccccc32)cc1,-34,14,0.3
CC1=CC(C)(C)NC(=S)N1c1cccc(C)c1,-9,9,-2.0
CCOc1ccc(-c2cc(CCCC(=O)NCc3ccc(C)cc3)no2)cc1,-17,2,-1.2
O=C(O)CCCn1cc(NC(=O)c2ccc(F)cc2)cn1,-15,17,-0.6
COc1ccccc1C(=O)C1CCCN(C(=O)c2cccc(-n3cccn3)c2)C1 (stereo not drawn),-19,10,-0.4
C=CCN(CC=C)C(=O)C1CCN(S(=O)(=O)c2ccc(N3CCCC3=O)cc2)CC1,-9,-3,-0.1
COc1ccc(N(C(=O)c2cccc([N+](=O)[O-])c2)S(=O)(=O)c2ccc3c(c2)n(C)c(=O)n3C)cc1,-22,16,-0.4
Cc1ccc(Cl)c(OCCCN(C)Cc2ccccc2)c1,-41,12,0.5
C=CCC[C@H](Cc1ccc(F)cc1)C(=O)OC[C@@H](Cc1c[nH]c2ccccc12)NC(=O)[C@@H](CC=C)CC(=O)N[C@@H](CO)Cc1ccccc1,-2,11,-0.1
CCOc1ccc2nc(NCCCNC(=O)c3cc(OC)c(OC)c(OC)c3)c(C#N)cc2c1,-9,35,-0.4
COc1ccc(Nc2nc(C)c3ccccc3n2)cc1,-25,26,1.8
Cn1c(=O)n(CC(N)=O)c2ccccc21,-7,8,-0.7
O=C(c1ccc(F)cc1)N1CCC(C(=O)N2CCN(S(=O)(=O)c3cccc(F)c3)CC2)CC1,-17,16,-1.7
# Continuation.
SMILES,OX1R antag-1,OX1R antag-2,STK33 kinase inh
O=C(O/N=C\c1ccc(N2CCCCC2)c([N+](=O)[O-])c1)c1cccc(C(F)(F)F)c1,-14,6,-1.1
CS(=O)(=O)c1ccc(S(=O)CC(=O)Oc2ccc(Cl)cc2)c([N+](=O)[O-])c1 (stereo not drawn),-6,116*,-0.8
OC(CNC1CCCC1)COCCOc1ccc(Br)cc1 (stereo not drawn),-8,12,-1.5
C[C@]1(CC/C(=C/CO)CO)[C@H](CO)CC[C@@]23COC(=O)C2=CCC[C@@H]31,-7,12,-0.8
CCOc1ccc(S(=O)(=O)N(CC(=O)NCc2cccnc2)c2ccc(C)cc2)cc1,-37,9,-0.3
O=C(O)[C@@H](c1ccccc1)N1Cc2ccccc2C1=O,0,4,0.1
CC(=O)C[C@@H](O)CC(=O)[C@H]1OC(=O)[C@H](C)C/C=C\Cc2ccccc21,-18,3,0.8
Cc1ccc(OC(C)C(=O)N2CCc3ccccc32)cc1 (stereo not drawn),-12,27,-2.3
CC(=O)c1cc(-c2nc3ccccc3n2C)n(C)c1,-18,8,-1.6
Cc1cc(C(=O)N/N=C/c2ccncc2)c(C)o1,1,7,-1.0
COc1cc(C)ccc1OCc1cc(C(=O)NCc2ccncc2)no1,-19,28,-0.8
CCOc1ccc(NC(=O)CN(C)C(=O)COc2cccc3c2OC(C)(C)C3)cc1OCC,-25,-1,0.6
COC(=O)[C@H]1Cc2c([nH]c3ccccc23)[C@H](c2ccccc2)N1,-25,0,1.5
Cc1noc(C)c1CSc1ccccc1C(=O)N1CCN(c2ccccc2)CC1,-27,6,-1.1
CC[C@]12c3[nH]c4ccc(Cl)cc4c3CCN1C(=O)[C@@H](CC(=O)NCCC1=CCCCC1)C[C@@H]2C(=O)N1CCN(C(=O)C2CC2)CC1,-24,1,·
Cc1ccc(S(=O)(=O)N2CCCCC2)cc1C(=O)N(C)CCOc1ccccc1,-28,21,-1.9
COc1ccc(N(CC(=O)N/N=C/c2ccc(N(C)C)cc2)S(=O)(=O)c2ccccc2)cc1,-25,5,-1.2
COc1ccc(N2CCN(C(=O)c3ccc(N(C)S(=O)(=O)c4ccc(C)cc4)cc3)CC2)cc1,13,24,-0.5
CN1CCN(C(=O)c2ccc3c(c2)OCCO3)CC1,-6,9,0.3
COC(=O)C1=C(C)N(Cc2cccnc2)C(=O)C1,-11,14,-0.3
Cc1cc(NC(=O)COC(=O)[C@H](Cc2c[nH]c3ccccc23)NC(=O)c2ccc(F)cc2)no1,3,3,-0.3
CN(C)S(=O)(=O)c1cccc(C(=O)N2CCc3ccccc32)c1,-1,28,-0.5
Cc1ccccc1NC(=O)/C(C#N)=C\c1cn(CC(=O)O)c2ccccc12,-8,36,-0.4
CCOc1ccc(N(C(=O)c2snc(C(N)=O)c2N)C(C(=O)NC2CCCC2)c2ccncc2)cc1 (stereo not drawn),-25,19,-0.5
C/C(=N\NC(=O)c1cc(-c2cccs2)nc2ccccc12)c1ccccn1,-17,12,-1.8

# Four compounds drawn at random from those above:
SMILES,OX1R antag-1,OX1R antag-2,STK33 kinase inh
O=C(O/N=C\c1ccc(N2CCCCC2)c([N+](=O)[O-])c1)c1cccc(C(F)(F)F)c1,-14,6,-1.1
O=C(O)CCCn1cc(NC(=O)c2ccc(F)cc2)cn1,-15,17,-0.6
CCOc1ccc(NC(=O)CN(C)C(=O)COc2cccc3c2OC(C)(C)C3)cc1OCC,-25,-1,0.6
COc1ccc(Nc2nc(C)c3ccccc3n2)cc1,-25,26,1.8

# Next records.
SMILES,OX1R antag-1,OX1R antag-2,STK33 kinase inh
Cn1cccc1Cc1nnc(SCC(=O)Nc2ccc(F)cc2)n1-c1ccc(F)cc1,-9,4,-0.2
COc1ccc(NC(=O)c2cccnc2Nc2ccc(OC)cc2)cc1,-13,0,-0.5
Cc1cccc(NS(=O)(=O)c2cccc(C(=O)N3CCCCCCC3)c2)c1,20,4,-0.7
CCOC(=O)C1CCCN(C(=O)c2cn(CC)c3ccc(S(=O)(=O)N4CCCC4)cc3c2=O)C1 (stereo not drawn),-13,7,-0.1
Cc1cccc(NC(=O)C2CCN(S(=O)(=O)c3c(C)noc3C)CC2)c1,-26,9,-1.8
c1ccc(CNc2nc(-c3cccs3)nc3ccccc23)nc1,-1,54*,0.2
O=C(CN1C(=O)S/C(=C\c2cccc(Cl)c2)C1=O)NC1C=CS(=O)(=O)C1 (stereo not drawn),-10,18,1.1
COCCCNC(=O)CS(=O)(=O)Cc1nc(-c2ccccc2C)oc1C,-18,-1,-0.9
COc1cccc(C(=O)NN2C(=S)N(c3ccccc3)C(=O)C2CC(N)=O)c1 (stereo not drawn),1,3,-1.2
CONC(=O)Nc1ccccc1[N+](=O)[O-],1,45,-0.8
COc1ccc(N(C2CSC2)S(=O)(=O)c2ccccc2)cc1,-23,36,0.0
NS(=O)(=O)c1ccc(CNC(=O)c2cc(-c3cccs3)nc3ccccc23)cc1,-2,7,-3.1
COc1ccc(S(=O)(=O)Nc2cccc(S(=O)(=O)NC3=NCCC3)c2)cc1[N+](=O)[O-],-9,15,5.8
COC(=O)c1c(C)oc2ccc(N(C(=O)Oc3ccccc3)S(=O)(=O)c3ccccc3)cc12,-32,17,·
Cc1ccc(NC(=O)C(=O)NCCN2CCN(C(=S)Nc3ccccc3)CC2)cc1,-22,10,-2.0
Brc1ccccc1-n1nnc(-c2cnc3ccccc3c2)n1,-17,46,1.8
O=C(Nc1nncs1)c1cc(S(=O)(=O)N2CCOCC2)ccc1Cl,-20,18,-1.9
CCCCOC(=O)C1=C(C)Nc2ncnn2C1c1cc(OC)ccc1OC (stereo not drawn),-19,17,-2.1
CN=c1scc(C)n1/N=C/c1ccc(O)cc1O,-3,56,13
Cc1ccc(-c2nnc3cccc(Cl)n23)cc1,-25,33,-0.8
CN(C)CCNC(=O)C12CC3(C)CC(C)(CC(C)(C3)C1)C2,-15,3,0.9
Cc1ccc(/C(=N/Nc2nc3ccccc3s2)C2=C(O)c3ccccc3C2=O)cc1,-9,2,-0.3
CCOC(=O)C1=NN(c2ccc(Cl)cc2)/C(=C/C2=NCCc3cc(OC)c(OC)cc32)S1,-13,9,-1.2
CCN1CCCC1CNC(=O)C1CCN(Cc2nc(-c3cccc(Br)c3)oc2C)CC1 (stereo not drawn),-27,8,-0.1
Cn1cnc(S(=O)(=O)NC2CCN(Cc3ccccc3)CC2)c1,-2,13,6.4

# Entries above that have a nitro group on carbon:
SMILES,OX1R antag-1,OX1R antag-2,STK33 kinase inh
COc1ccc(N(C(=O)c2cccc([N+](=O)[O-])c2)S(=O)(=O)c2ccc3c(c2)n(C)c(=O)n3C)cc1,-22,16,-0.4
O=C(O/N=C\c1ccc(N2CCCCC2)c([N+](=O)[O-])c1)c1cccc(C(F)(F)F)c1,-14,6,-1.1
CS(=O)(=O)c1ccc(S(=O)CC(=O)Oc2ccc(Cl)cc2)c([N+](=O)[O-])c1 (stereo not drawn),-6,116*,-0.8
CONC(=O)Nc1ccccc1[N+](=O)[O-],1,45,-0.8
COc1ccc(S(=O)(=O)Nc2cccc(S(=O)(=O)NC3=NCCC3)c2)cc1[N+](=O)[O-],-9,15,5.8

# Further entries follow:
SMILES,OX1R antag-1,OX1R antag-2,STK33 kinase inh
Cc1ccccc1NC(=O)Cc1nnc(SCc2ccc(Cl)c(Cl)c2)n1C,-17,9,-1.2
Cc1cc(C)c(S(=O)(=O)CCC(C)C)c(=O)[nH]1,0,10,-1.6
COC(=O)/C=C1/N/C(=N\c2nc(C)cc(C)n2)N(c2ccc(Cl)cc2)C1=O,-14,5,0.3
CC(=O)c1cccc(NC(=O)C2CCCC2)c1,0,23,0.4
COc1ccc(CCNC(=O)C2(C)CCC(=O)N2Cc2ccc(F)cc2Cl)cc1OC (stereo not drawn),4,3,-0.4
Cc1cccc(C2=NN(c3ccccc3)[C@@H](C(=O)N3CCOC3=O)[C@@H]2c2ccc(Cl)cc2)c1,-13,9,·
Cc1ccc2c(c1)N(CC(=O)NC1CCCC(C)C1C)C(=O)c1cccnc1O2 (stereo not drawn),14,20,13
COc1ccc(C2=NOC(C(=O)N3CCCCCC3)C2)cc1OC (stereo not drawn),-14,9,-1.7
O=C(CNC(=O)c1ccco1)Nc1ccncc1,5,12,0.4
COC(=O)c1c(-c2ccc(OC)cc2)sc2ccccc12,-15,19,-0.8
O=c1cc(CNc2ccc(Br)cc2)nc2sccn12,-17,3,0.2
O=C(NCc1ccccc1)c1ccco1,-3,3,-0.5
CC(C)N(C(=O)COC(=O)CNS(=O)(=O)c1ccccc1F)c1ccccc1,-5,9,-0.4
O=C(O)c1ccc(C2CCCCC2)cn1,-8,10,0.8
COc1ccc(CNC(=O)[C@@H](NC(=O)C2CCN(C(=O)[C@@H](N)CCSC)CC2)C(C)C)cc1,11,11,-1.6
COC(=O)Cn1c2ccc(OC)cc2c2nc3ccccc3nc21,-4,8,-1.2
C[C@H]1CN([C@@H](C)CO)C(=O)Cc2cc(NC(=O)CCC(F)(F)F)ccc2O[C@H]1CN(C)Cc1ccc(C(F)(F)F)cc1,-15,12,0.1
Cc1cccc(OC(=O)c2cn(C)nc2C(F)(F)F)c1C,-9,4,-0.6
Cc1nc(-c2c(C(=O)NNC(=O)Nc3c(C)cccc3C)noc2C)cs1,-9,9,1.1
S=c1sc2c(N3CCOCC3)ncnc2n1-c1ccccc1,-3,16,-0.6
O=C(COC(=O)C12CC3CC(CC(C3)C1)C2)Nc1ncc(Cl)cc1Cl,-22,5,-2.3
CCN(/N=C/c1cccs1)c1cc(=O)n(C)c(=O)[nH]1,-23,35,0.9
COc1ccc(CC(=O)Nc2nnc(C)s2)cc1,-15,-1,-0.3
O=C(CC1C[C@H](C(=O)N2CCOCC2)[C@@]2(CCC3CCCC3)c3[nH]c4ccccc4c3CCN2C1=O)NCCN1CCOCC1 (stereo partly drawn),-24,-1,-0.6
CCN1C/C(=C/c2sccc2C)c2nc3ccccc3c(C(=O)O)c2C1,4,23,-0.9
# (continued)
SMILES,OX1R antag-1,OX1R antag-2,STK33 kinase inh
O=C(Nc1ccc(NC(=O)c2cccs2)cc1Cl)c1ccco1,-17,19,-0.6
CCOc1ccc(CCNC(=O)CCC(=O)Nc2ccc3nc(N4CCN(C)CC4)cc(C)c3c2)cc1OCC,-3,7,0.1
O=C(Nc1ccc(Oc2ccccc2)nc1)C1CCN(Cc2cccc(F)c2)CC1,-21,-7,-0.4
C=CCOC(=O)C1=C(C)NC(=O)NC1c1cn(-c2ccccc2)nc1-c1cccs1 (stereo not drawn),-9,22,3.4
COc1ccc(CCNc2nc(-c3ccccn3)cs2)cc1OC,-48,10,-3.1
COC(=O)C(NC(=O)C(CC(C)C)NC(=O)C1CCC(C)CC1)C(C)C (stereo not drawn),-16,4,-1.2
OCCNCc1cc(Br)ccc1OCc1ccccc1,-17,9,0.2
O=c1c2cc(NC(=S)N3CCCC3)ccc2nc2n1CCCCC2,-14,33,-0.3
O=C1COc2ccc(C(=O)COC(=O)/C=C/c3cccc(F)c3)cc2N1,-2,13,0.0
